Screening data: PubChem BioAssay, Sanford-Burnham Center for Chemical Genomics
NR3A LBD binder = modulates the human NR3A ligand-binding domain; NR3A LBD differential scanning fluorimetry, Tm shift; 0% = protein alone, 100% = glycine-bound protein; hit rate 2.5% among 340,000; Tm shift relative to glycine control, % at 25 µM;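 active = melting temperature shift of at least 10% of the positive control shift, at one fixed dose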
SENP7 inh = inhibitors of human SENP7 protease; recombinant SENP7, Z-RLRGG-aminoluciferin luminescence, 40 min; inhibition, % at 5 µM; AID 434973; hit rate 1.5% among 330,000;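 active = inhibition above about 50% at the single test dose, limit read from the data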;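 also: plate controls were DMSO with enzyme for no effect and no enzyme buffer wells for full effect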
Target sequence (Q9BQF6 706-1050 limits assumed): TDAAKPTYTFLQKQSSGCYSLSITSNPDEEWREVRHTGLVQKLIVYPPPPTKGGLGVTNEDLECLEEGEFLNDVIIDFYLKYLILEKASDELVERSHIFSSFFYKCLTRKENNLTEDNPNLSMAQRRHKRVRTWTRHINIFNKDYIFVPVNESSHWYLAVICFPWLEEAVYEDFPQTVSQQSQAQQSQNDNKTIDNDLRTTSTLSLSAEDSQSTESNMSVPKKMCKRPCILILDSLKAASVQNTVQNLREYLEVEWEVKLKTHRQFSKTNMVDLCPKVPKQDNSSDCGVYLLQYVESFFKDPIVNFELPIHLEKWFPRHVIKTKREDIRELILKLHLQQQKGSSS
SENP6 inh = blocks the human protease SENP6; AID 2599; inhibition, % at 10 µM; hit rate 1.8% among 330,000; Recombinant SENP6 catalytic domain, aminoluciferin luminescence;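 active = inhibition above about 50% at the single tested dose, limit read from the data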;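 also: plate controls were DMSO wells with enzyme for no effect and DMSO wells lacking enzyme for full effect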
Target sequence (Q9GZR1 628-1112 limits assumed): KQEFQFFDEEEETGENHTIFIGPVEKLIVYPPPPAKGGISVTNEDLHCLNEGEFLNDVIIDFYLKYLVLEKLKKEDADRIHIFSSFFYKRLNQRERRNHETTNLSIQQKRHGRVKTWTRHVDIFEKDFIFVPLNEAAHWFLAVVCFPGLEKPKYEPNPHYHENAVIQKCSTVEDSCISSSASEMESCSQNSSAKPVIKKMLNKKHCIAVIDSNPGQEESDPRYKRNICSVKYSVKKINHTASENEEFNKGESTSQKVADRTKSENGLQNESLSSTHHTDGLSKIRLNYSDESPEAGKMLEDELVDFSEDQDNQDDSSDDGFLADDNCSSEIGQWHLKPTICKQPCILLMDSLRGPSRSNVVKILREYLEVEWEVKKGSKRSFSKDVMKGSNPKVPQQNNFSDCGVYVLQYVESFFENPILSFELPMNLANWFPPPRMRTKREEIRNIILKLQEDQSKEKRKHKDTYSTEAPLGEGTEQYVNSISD
HKDC1 inhibitor = HKDC1 (human) hexokinase inhibition; Q2TB90; recombinant HKDC1, G6PDH/diaphorase resazurin coupled fluorescence; inhibition, % at 20 µM; hit rate 0.16% among 340,000;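 active = inhibition above about 35% when tested at 20 µM, limit read from the data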;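 also: plate controls were DMSO wells with enzyme for no effect and DMSO wells lacking enzyme for full effect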
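Assay system: recombinant HKDC1 hexokinase; detection: coupled resazurin fluorescence, excitation 525 nm, emission 613 nm; benchmarks: DMSO-plus-enzyme-mix negative control, buffer-substituted positive control; compound dosing: single 20 µM dose; schedule: 90 min at room temperature in dark; also added: glucose plus 1 mM ATP as hexokinase substrates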
MPTP block = blocks calcium-induced mitochondrial swelling. hit rate 1.4% among 360,000. inhibition, % at 10 µM. isolated mouse mitochondria, Ca2+ swelling absorbance, 30 min. AID 602449;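 active = inhibition of 50% or more, scaled per plate between neutral and stimulator controls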;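 also: 0% = DMSO wells given calcium and 100% = 1 mM EGTA wells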
SENP8 block = blocks human SENP8 cleavage of Nedd8 substrate; hit rate 0.64% among 360,000; AID 602440; recombinant SENP8, Nedd8 substrate fluorescence; Q96LD8; inhibition, % at 20 µM; in the data active = inhibition mostly above about 40%, no sharp cut-off; inactive = mostly below about 27%
Target sequence (Q96LD8 whole entry, looked up): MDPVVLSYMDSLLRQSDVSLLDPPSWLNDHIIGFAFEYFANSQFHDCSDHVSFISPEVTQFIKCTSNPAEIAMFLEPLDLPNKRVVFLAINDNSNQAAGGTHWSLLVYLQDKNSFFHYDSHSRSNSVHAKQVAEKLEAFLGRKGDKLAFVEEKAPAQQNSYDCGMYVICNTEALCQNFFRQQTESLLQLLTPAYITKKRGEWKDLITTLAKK
PfGluPho inh = PfG6PD (Plasmodium falciparum) enzyme inhibition. PfGluPho enzyme, NADPH resazurin-diaphorase fluorescence. inhibition, % at 20 µM. hit rate 0.78% among 350,000;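 active = inhibition reaching at least a set limit at 20 µM in the primary screen, cut at about 59% in these data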;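 also: 0% = DMSO wells with substrate and 100% = DMSO wells lacking glucose-6-phosphate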
ATG4B inh = ATG4B (human) cysteine protease inhibition. ATG4B cleavage of LC3-PLA2, NBD-HPC fluorescence, 1 h. hit rate 0.51% among 340,000. inhibition, % at 8.33 µM. AID 504462. Q9Y4P1; in the data active = inhibition above about 40%
* marks the source's active call; other numbers are inactive results; . = not tested or not shown.

Order of values: NR3A LBD binder, SENP7 inh, SENP6 inh, HKDC1 inhibitor, MPTP block, SENP8 block, PfGluPho inh, ATG4B inh
O=C(Cc1ccc(Cl)cc1)Nc1ccc(-c2cc3ccccc3oc2=O)c(Cl)c1
  19*, 8, -10, -4, 64*, -288, 17, 14
CC1=NN(c2ccccc2)C(=O)/C1=C/C=C/c1ccc(N(C)C)cc1
  -18, ., ., 7, 24, 38*, 5, 6
Cn1c(=O)oc2cc(S(=O)(=O)Nc3ccccc3O)ccc21
  -1, 6, 6, 6, 0.9, 29, 1, -2
Cc1c(OCC(=O)NCCN2CCOCC2)ccc2c3c(c(=O)oc12)CCC3
  -3, -11, -12, 6, -0.9, -70, 0, -6
COc1ccc(C(=O)N(Cc2ccco2)Cc2cccs2)c(O)c1
  -1, -1, -1, 0, 0.2, 1, -8, 4
Cc1ccc(N(C(=O)c2csnn2)C(C(=O)NCc2ccccc2)c2cccnc2)cc1 (centres undefined)
  -3, 0, -11, -7, -1.5, 3, -11, -16
CCOC(=O)c1nn(-c2ccc(F)cc2)c(=O)c(C#N)c1C
  0, 8, -18, -2, 0.0, -161, -23, -1
CCc1cc(C(=O)NNC(=S)NCc2ccccc2)cs1
  2, 4, 1, 15, -2.3, 17, -3, -5
COCCN(C(=O)Cn1nnc2ccccc21)C(C(=O)NC1CCCC1)c1cc(OC)ccc1OC (centres undefined)
  -2, -1, -3, -1, -2.6, 23, -12, 2
Cc1ccc2c(c1)S/C(=C/c1ccc[n+](CCO)c1)N2C
  1, 1, -13, -8, -1.5, 8, 11, -4
Cc1ccc(O)c(NC(=O)c2cc(-c3ccco3)on2)c1
  -2, 29, 63*, -3, -1.1, 11, 19, 9
CC12CCC(C(=O)NCc3ccc(Cl)cc3)(OC1=O)C2(C)C (centres undefined)
  11*, -7, -12, -5, 2.5, 14, 8, -7
Cc1nc2ccccc2c(=O)n1/N=C/c1ccc(O)cc1O
  0, 9, -9, -9, -0.3, -9, -5, -1
COc1ccc(CN(CC2CCCO2)C(=O)c2cc3sccc3n2C)c(OC)c1 (centres undefined)
  -2, -8, -3, 0, 0.7, 11, -4, -6
CC(=O)Nc1ccc(-c2ccc3nnc(C)n3n2)cc1
  -3, -2, -24, -1, 0.4, -416, 9, -1
N#CC1=C(N)OC2=C(CC/C2=C\c2ccccc2Cl)C1c1ccccc1Cl (centres undefined)
  2, 4, -3, 2, 39, -374, 1, 23
COc1ccc(C2(C(=O)NCCCN(C)C)CCOCC2)cc1
  -2, 5, -9, -5, 0.0, 14, -1, -6
COc1ccc(C(CC(=O)N2CCN(C)CC2)NC(=O)C(F)(F)F)cc1 (centres undefined)
  3, 0, 1, -7, -0.4, 23, 9, -3
CS(=O)(=O)NCCSCc1ccc(Cl)cc1
  0, -1, 4, 1, 0.4, 2, 4, -10
C#CCn1c(O)c(N=NC(=O)CNC(=O)/C=C/c2ccccc2)c2ccccc21
  0, 6, -2, -3, -0.7, 14, -19, 6
CC(C)c1nn2c(=O)cc(O)nc2s1
  -1, 3, -3, -6, 0.1, 5, 25, -2
O=C1CC(c2ccc(F)cc2)CC(O)=C1C=NCCN1CCNCC1 (centres undefined)
  3, -4, -6, 2, -4.5, 23, -6, -3
CN(C)C(=O)CSc1nnc(-c2ccc(S(=O)(=O)N3CCCC3)cc2)n1C
  1, 4, -4, 1, -0.7, 1, 5, -8
Cc1cccc(N(C(=O)c2snc(C(N)=O)c2N)C(C(=O)NCC2CCCO2)c2cccs2)c1 (centres undefined)
  -1, 6, 9, -10, -2.3, -402, -2, 0
O=C(/C=C/c1ccco1)NC1CCCC1
  -1, 0, -28, -12, 0.1, 12, 20, -6
Cn1c(=O)c2[nH]c(CN3CCCCC3)nc2n(C)c1=O
  1, ., ., -6, 0.4, -1, 3, -4
CCCCC1=C(C(=O)OCC)C(C(=O)OCC)Oc2ccccc21 (centres undefined)
  18*, -2, ., 0, 0.0, -14, 6, 6
Cc1cc(Cl)c(S(=O)(=O)Nc2cc(S(=O)(=O)N3CCOCC3)ccc2F)cc1OCC(N)=O
  -1, 0, -17, -4, 1.3, 10, -4, 4
Cc1nc(-c2ccccn2)nc(SCC(=O)N2CCOCC2)c1Cl
  1, 14, -2, -4, 0.8, 15, 14, -1
CCOC(=O)/C(=N\Nc1cc(Cl)ccc1Cl)N1CCOCC1
  0, -10, -17, -6, -0.2, 23, -9, 5
O=C(COC(=O)/C=C/c1cccc(F)c1)Nc1ccccc1-c1ccccc1
  -7, 0, 1, 0, 0.8, 15, -5, -3
O=C(N/N=C1\C2CN3CCN(C2)CC1(c1ccccc1)C3)Nc1ccccc1
  -2, 3, 12, 12, -2.2, 3, -7, 3
NC(=O)c1ccc(NC(=O)CCN2C(=O)c3ccccc3C2=O)cc1
  0, 2, 5, -1, -1.3, 1, -8, 5
CC(=O)Nc1ccc(C(=O)NCC(=O)OCc2c(F)cccc2Cl)cc1
  0, 0, -20, -12, -0.4, 8, -5, -14
Cc1ccc(S(=O)(=O)N2CCCC(C(=O)O)C2)s1 (centres undefined)
  0, -3, -3, -6, -1.8, 2, -9, -3
Cc1c(CC(=O)N2CCN(C(=O)C3COc4ccccc4O3)CC2)c(=O)oc2c(C)c(O)ccc12 (centres undefined)
  0, -13, -3, -2, -0.2, -306, 16, -8
NC(=O)C1CCN(C(=O)CN(c2cccc(Cl)c2)S(=O)(=O)c2ccccc2)CC1
  1, -10, -8, 5, 0.6, 16, -11, 7
Cc1ccnc2nc(C(=O)OCC(=O)NC3CCCC(C)C3C)nn12 (centres undefined)
  -1, 4, 9, -4, -0.6, 8, 4, -7
O=S(=O)(Nc1ccc(N2CCCCC2)cc1)c1cccc2cccnc12
  4, 4, -15, -5, -1.0, 40, -10, -14
Cc1ccc(C(=O)O)cc1S(=O)(=O)N1CCCC1
  1, -2, 8, 0, 0.4, 1, -4, -13
COc1ccc(CC(=O)Nc2c(C(=O)N3CCN(c4ncccn4)CC3)oc3ccccc23)cc1
  0, -15, -9, -5, 0.5, -22, 0, 5
CCN1C(=O)c2cccc3c(S(=O)(=O)NCCc4c[nH]c5ccccc45)ccc1c23
  -1, -6, 10, -3, 6.2, -86, 1, -25
CCc1nc2nc(C)c(NS(=O)(=O)c3ccc(Br)s3)c(=O)n2[nH]1
  1, -7, -15, -6, 0.7, 2, -25, -1
COc1ccc(N2C(=O)CC(N3CCC(C(N)=O)CC3)C2=O)cc1 (centres undefined)
  -4, -9, 11, 0, 0.0, 22, -13, -9
CCN1CCN(CC(O)COc2ccc(C(C)=O)cc2)CC1 (centres undefined)
  0, 1, -4, 7, -1.5, 4, -3, -2
CCc1n[nH]c(=S)n1/N=C/c1ccc(NC(C)=O)cc1
  0, 0, -7, -2, 0.6, 19, 14, 2
CCCc1nc2ccccc2c(=O)n1NC(=O)c1c(O)c2cccc3c2n(c1=O)CCC3
  2, -6, -14, -5, 3.0, -302, -17, -8
O=C(CSc1nc2ccc([N+](=O)[O-])cc2[nH]1)c1ccc2ccccc2c1
  23*, 1, 4, 6, 99*, 8, 25, -20
CCCn1nc(C(=O)OCC(=O)c2c(N)n(C)c(=O)n(C)c2=O)c2ccccc2c1=O
  -2, 11, 9, 2, -0.8, 17, -9, 5
COc1ccc(C(CNC(=O)c2ccc(NS(=O)(=O)c3ccccc3)cc2)N2CCOCC2)cc1 (centres undefined)
  6, 4, -4, -5, -0.1, 0, -11, 9
Cc1ccc(NC(=O)c2sc(=S)n(-c3cc(C)ccc3F)c2N)cc1
  1, 2, 2, -8, 2.2, 31, 75*, -5
C=CCN1C(=O)CS/C1=N/c1nccs1
  0, -7, -11, -3, 2.5, 12, -5, 12
CC1CCN(C(=O)COC(=O)CNC(=O)c2ccccc2F)CC1
  0, 3, -1, 0, 0.0, 11, -2, 6
CCOC(=O)Cn1c(C(=O)OCC)cc2sccc21
  -1, 3, 12, -4, -0.3, 20, -5, -3
Cc1cc(C)c2c(N)c(C(=O)C(C)(C)C)sc2n1
  2, -15, 4, 7, 0.5, -407, 12, -2
CC(=O)OCc1nc2sc3c(c2c(=O)[nH]1)CCCC3
  2, -3, -13, 3, -0.3, 1, 8, -3
CCCCn1c(N)c(N(C)C(=O)c2ccc(Br)o2)c(=O)[nH]c1=O
  -3, -7, -6, -1, -0.6, -10, -2, -6
COc1cccc(COC(=O)C2CCN(S(=O)(=O)c3ccc(Cl)cc3)CC2)c1OC
  -1, 11, -24, -7, -0.3, 5, 6, -7
Nc1nc2c(ncn2[C@H]2C[C@H](O)[C@@H](CO)O2)c(=O)[nH]1
  -1, -6, -6, 2, -1.2, 8, -12, -3
O=C(CCCC(=O)OCC(Cl)=C(Cl)Cl)Nc1ccc(F)cc1
  -8, -6, -4, -7, 1.3, 10, 7, 8

Next part
Order of values: NR3A LBD binder, SENP7 inh, SENP6 inh, HKDC1 inhibitor, MPTP block, SENP8 block, PfGluPho inh, ATG4B inh
O=C(CSCc1ccccc1)Nc1ccc(S(=O)(=O)Nc2ncccn2)cc1
  0, 1, 0, -1, 1.7, 2, -13, -7
Oc1ccc(C[C@@H]2CNCCN2CCc2cc(C(F)(F)F)cc(C(F)(F)F)c2)cc1
  0, 3, -2, 2, 94*, 15, 3, -3
Cc1cc(C)c(S(=O)(=O)Nc2ccccn2)c(C)c1
  3, -12, 2, -1, 1.7, -186, -2, -6
COc1ccc(C(=O)NNC(=O)CN2CCC(n3nnc4cc(C(F)(F)F)ccc43)CC2)cc1
  1, 2, 5, 4, 0.7, 26, -8, -10
CN(C)CCNc1nc2c(c(=O)[nH]c(=O)n2C)n1CC(O)COc1ccc(Cl)cc1 (centres undefined)
  -4, 0, 11, 3, -1.1, 14, -13, 2
CCN1C(=O)C(O)(CC(=O)/C=C/C=C/c2ccccc2)c2ccccc21 (centres undefined)
  3, 1, 2, 3, 0.3, 26, -4, 5
CCCCOc1ccc(C2C(C(=O)c3cccs3)=C(O)C(=O)N2CCN2CCOCC2)cc1 (centres undefined)
  0, 10, -26, 1, 1.5, 11, -11, -8
O=C(NCCN1CCOCC1)c1sc2ccccc2c1Cl
  0, 3, -9, -7, -0.4, 1, -6, -9
O=C(CCC(=O)OCC(=O)c1ccc(-c2ccccc2)cc1)Nc1cccc(Cl)c1
  -16, 9, 11, -5, 1.3, 15, -12, 5
Cc1nn(C(C)C(=O)NCc2ccc(Cl)cc2)c(=O)c2cc3occc3n12 (centres undefined)
  -1, 8, -21, -1, 0.1, 3, -6, 6
Cc1ccccc1C(=O)NC1CCN(Cc2nnnn2C(C)(C)C)CC1
  1, -11, -29, -6, -5.1, 5, -6, -7
N#C/C(=C(/O)COC(=O)CSc1ccc(Cl)cc1)c1nc2ccccc2[nH]1
  -4, -2, -29, -4, -9.0, -42, -14, 9
CCCN(C(=O)Cc1csc(-c2ccccc2)n1)C1CCS(=O)(=O)C1 (centres undefined)
  -1, -3, 2, 1, -0.8, 1, -1, -1
CCOC(=O)N1CCC(NC(=O)C2CCCN(c3nc4ccccc4o3)C2)CC1 (centres undefined)
  2, -3, -2, 5, -2.1, 10, 8, 11
CCOC(=O)NC(=O)CSc1nc(-c2ccc(C)c(C)c2)cn1-c1ccccc1
  -11, 6, 9, -3, -8.6, -78, 22, 22
CC1C2Cn3c(nc4ccccc43)C1N(C(C)C)O2 (centres undefined)
  0, 2, 7, -11, -1.3, -8, 6, 4
CSCCC(NC(N)=O)C(=O)NCc1cccc(Cl)c1 (centres undefined)
  3, 4, 0, 2, -0.5, 7, -6, 3

Four entries from above, bar-delimited:
SMILES | NR3A LBD binder | SENP7 inh | SENP6 inh | HKDC1 inhibitor | MPTP block | SENP8 block | PfGluPho inh | ATG4B inh
CCN1CCN(CC(O)COc2ccc(C(C)=O)cc2)CC1 (centres undefined) | 0 | 1 | -4 | 7 | -1.5 | 4 | -3 | -2
O=C(COC(=O)/C=C/c1cccc(F)c1)Nc1ccccc1-c1ccccc1 | -7 | 0 | 1 | 0 | 0.8 | 15 | -5 | -3
Cc1cc(C)c2c(N)c(C(=O)C(C)(C)C)sc2n1 | 2 | -15 | 4 | 7 | 0.5 | -407 | 12 | -2
COc1ccc(C(=O)NNC(=O)CN2CCC(n3nnc4cc(C(F)(F)F)ccc43)CC2)cc1 | 1 | 2 | 5 | 4 | 0.7 | 26 | -8 | -10
